Screening data from PubChem BioAssay.
Lipid storage S3 = qHTS Assay for Lipid Storage Modulators in Drosophila S3 Cells | lipid storage change, negative = inhibition, % at the top dose, mostly 46.1 µM; hits show Potency in µM | actives 0.64% (n = 320,000) | Drosophila S3 cells, BODIPY lipid droplet fluorescence, 18-24 h; cells fed with added oleic acid | AID 2685; active = well fitted inhibition curve with a large enough effect in the signal ratio, with a control signal flat, not every such curve was filed as active; inconclusive = small, poorly fitted or top-dose-only effect, or effect the other way, or a change in a side signal; the % refers to the signal ratio
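Drosophila S3 cells loaded with oleic acid (400 uM, as added) and compounds at several concentrations; lipid droplets imaged by 488-nm laser-scanning cytometry, 500–530 nm intensity and object ratio to cell channel. Percent activity normalized to 20 uM Triacsin C.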
Lipid storage S3 cell count max = also measured in Lipid storage S3; calls as there; cell number change, %; measured here: cell count max response;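 cells counted by Cell Tracker Red CMTPX staining in the red channel; peak over a dose series mostly up to 46.1 µM; percent activity relative to internal control wells on each plate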
An asterisk follows results filed as active; i = inactive; ? = inconclusive; · = not tested or not shown; [ ] = remark or other dose. % is scaled to controls: 0 for no effect and ±100 for the full control effect; potency is read from the fitted curve at half-maximal effect. Not all compounds are listed; rates above refer to the full screens.

SMILES	Lipid storage S3	Lipid storage S3 cell count max
O=C(N/N=C/c1ccc([N+](=O)[O-])o1)C1CCCC1	?	·
O=C(NCC1CCCO1)c1cc2n(n1)C(C(F)(F)F)CC(c1ccc(Br)cc1)N2 (centres undefined)	?	·
COc1cccc(NC(=O)C2CCN(S(=O)(=O)c3ccc4c(c3)NC(=O)CO4)CC2)c1	?	·
CC(C)c1ccc(C2C(C(=O)c3ccco3)=C(O)C(=O)N2CCN2CCOCC2)cc1 (centres undefined)	i	4
C1CCC2=NCCCN2CC1	?	·
COc1ccc(CCN2CC(C(=O)N3CCSCC3)CCC2=O)cc1 (centres undefined)	-20%	-10
Cc1ccc(C)c(NC(=O)CSc2nnc(-c3ccccc3)n2N)c1	?	·
O=C(Nc1cc(Cl)cc(Cl)c1)Nc1cnccn1	?	·
COc1ccc(N2CCN(c3ncccn3)CC2)cc1	i	13
CC(C)(C)OC(=O)N1CC(O)CC1C(=O)OCC(=O)c1ccc(-c2ccccc2)cc1 (centres undefined)	1%	9
Cc1ccccc1C([O-])=Nc1ccc[n+](-c2nc3ccccc3nc2NS(=O)(=O)c2ccccc2)c1	5%	2
CC12CC(c3ccccc3O1)N(C(=O)c1ccc(Br)o1)C(=O)N2c1ccccc1 (centres undefined)	?	·

5 successive compounds out of the list so far, quoted:
SMILES	Lipid storage S3	Lipid storage S3 cell count max
O=C(Nc1cc(Cl)cc(Cl)c1)Nc1cnccn1	?	·
COc1ccc(N2CCN(c3ncccn3)CC2)cc1	i	13
CC(C)(C)OC(=O)N1CC(O)CC1C(=O)OCC(=O)c1ccc(-c2ccccc2)cc1 (centres undefined)	1%	9
Cc1ccccc1C([O-])=Nc1ccc[n+](-c2nc3ccccc3nc2NS(=O)(=O)c2ccccc2)c1	5%	2
CC12CC(c3ccccc3O1)N(C(=O)c1ccc(Br)o1)C(=O)N2c1ccccc1 (centres undefined)	?	·

Additional results
SMILES	Lipid storage S3	Lipid storage S3 cell count max
O=C(CN1c2ccccc2Sc2ccccc21)N/N=C/c1ccc(Cl)cc1Cl	?	·
O=S(=O)(c1cccc2nsnc12)N1CCNCC1	?	·
CN(C(=S)NC(=O)c1ccccc1)c1c(N)n(Cc2ccccc2)c(=O)[nH]c1=O	0%	3
Cc1c(N2C(=O)CSC2=S)c(=O)n(-c2ccccc2)n1C	?	·
CC(C)(C)c1ccc(NC(=O)c2ccccc2)c([N+](=O)[O-])c1	0%	1
O=c1oc2cc([N+](=O)[O-])ccc2nc1/C=C(\O)c1cccc(Br)c1	?	·
CS(=O)(=O)c1ccc(C(=O)NCC(c2ccco2)N2CCCCC2)cc1 (centres undefined)	?	·
O=C(Nc1ccc2c(c1)OCCO2)C(=O)NC1CC1	?	·
CCc1nc2ccccc2c(C(=O)OCC(=O)NCc2ccco2)c1C	i	17
CC1CCCN(C(=O)CNC(=O)c2ccco2)C1 (centres undefined)	21%[0.369 µM]	-3
COc1ccccc1CN1CC(C(=O)NCc2cccc(Cl)c2)CCC1=O (centres undefined)	?	·
Clc1ccc(/C=N/Nc2ncnc3ccccc23)cc1Cl	?	·
COc1cccc(CNc2ccc3[nH]c(=O)[nH]c3c2)c1OCc1ccccc1F	?	·
N#Cc1cnn(Cc2ccccc2)c1/N=C/N1CCOCC1	?	·
Cc1cc(C)c(S(=O)(=O)N(C)CC(=O)NCc2ccccn2)c(C)c1	?	·
CC(C)NC(=O)C(=O)c1cn(C)c2ccccc12	4%	15
c1ccc(-c2cc(-c3nc(-c4cccnc4)no3)c3ccccc3n2)cc1	?	·
COc1ccc(CCC(=O)Nc2cccc(Cl)c2)cc1	?	·
Cc1ccc2oc(C(=O)N(C)Cc3ccon3)c(C)c2c1	i	-4
CCCOc1ccc(C2C3=C(Nc4nc(N)[nH]c(=O)c42)c2ccccc2C3=O)cc1 (centres undefined)	?	·
Cc1ccc([N+](=O)[O-])cc1NC(=O)CN(C(=O)c1ccc(Cl)cc1)C1CCCCC1	-8%	17
CCN(CC)C(=O)Oc1ccc(Cl)c2cccnc12	5%	-13
CCN(CC)c1ccc(/C=N/Nc2nc3ccccc3[nH]2)c(O)c1	?	·
COc1cc(-c2nnc(SCc3cc(=O)oc4cc(O)c(O)cc34)o2)cc(OC)c1OC	?	·
COc1ccc(NC(=O)CCN2C(=O)c3ccccc3S2(=O)=O)cc1	?	·
O=C(CN1CCN(C2CCS(=O)(=O)C2)CC1)N1N=C(c2ccc(Cl)cc2)CC1c1ccco1 (centres undefined)	?	·
CC(C)Cc1ccc(/C(=N/O)C(=O)O)s1	?	·
O=C(Nc1nnc(SCCN2CCOCC2)s1)C1CC(=O)N(c2ccccc2)C1 (centres undefined)	24%	·
COc1ccc(CNC(=O)CCCn2nc(C)c3c(C)n(-c4ccc(C)cc4)nc3c2=O)cc1	?	·
Cc1cc(C(=O)N/N=C/c2ccc(N(C)C)cc2)c2ccccc2n1	6%	-14
Cc1cc(C(=O)NCc2ccc(F)cc2)n(-c2ccccc2)n1	?	·
COc1ccc(OCC(O)CNC2CCCC2)cc1 (centres undefined)	?	·
COc1cccc(OC)c1C(=O)Nc1cccnc1	?	·
CCS(=O)(=O)N1CCN(c2ccnc3cc(Cl)ccc23)CC1	i	-1
O=C(NCCNS(=O)(=O)c1ccccc1)c1cc(OCC(F)(F)F)ccc1OCC(F)(F)F	?	·
COc1ccc2c(=O)c(C(=O)NCCc3ccc(OC)c(OC)c3)c[nH]c2c1	10%	1
CC(/C=N/NC(=O)CSc1nnc(SCc2ccccc2)s1)=C\c1ccco1	?	·
CCc1ccccc1NC(=O)Nn1cnnc1	?	·
CCCOc1c(OC)cc(Cl)cc1C1NC(=O)NC(C)=C1C(=O)NCc1ccccc1 (centres undefined)	?	·
Nc1ccc(NC(=S)Nc2ccccc2)cc1	?	·
COc1ccc(C(=O)NCCOc2ccccc2)cc1S(=O)(=O)N1CCOCC1	?	·
O=[N+]([O-])c1ccc(S(=O)(=O)NCCc2ccncc2)cc1	11%	17
COc1ccc(C2C(C(=O)O)CCC(=O)N2c2ccc(OC)cc2)cc1 (centres undefined)	5%	-21
COC(=O)c1nn(-c2ccccc2)c(Cl)c1/C=N/OCc1ccc(Cl)cc1Cl	14%	-1
COC(=O)c1ccc(C2C(C#N)=C(C)NC3=C2C(=O)CC(C)(C)C3)cc1 (centres undefined)	?	·
COc1ccccc1OCCOCCn1cnc2ccccc2c1=O	i	7
CC1Cc2ccccc2N1C(=O)Cn1c(=O)cc(O)c2ccccc21 (centres undefined)	5%	16
Cc1[nH]c(C)c(S(=O)(=O)N2CCN(c3ccccc3F)CC2)c1C(=O)N1CCCCC1	i	14
NS(=O)(=O)c1ccc(CCNC(=O)C2CCN(S(=O)(=O)c3ccccc3)CC2)cc1	4%	5
O=C(/C=C/c1ccc(Cl)cc1)NC(=S)Nc1ccc(N2CCOCC2)c(Cl)c1	-5%	-13
CC(C)c1ccc(N(CC(=O)NN=C2CCN(C)CC2)S(=O)(=O)c2ccccc2)cc1	0%	-18
O=C(NCCS(=O)(=O)N1CCN(c2ccccc2F)CC1)c1ccco1	21%	-5
O=C(COC(=O)C1CCN(S(=O)(=O)c2cccc3cccnc23)CC1)c1ccc(F)cc1	0%	-5
Cc1ccc(S(=O)(=O)c2nc(-c3cccs3)oc2NCCCN(C)C)cc1	1%	0
COc1ccccc1C(OC(=O)c1cccs1)C(=O)NCC1CCCO1 (centres undefined)	-4%	-20
Cc1ccoc1C(=O)NCCNC(=O)c1occc1C	?	·
Cc1ccc(S(=O)(=O)N2CCCCC2)cc1NC(=O)C1CCC1	?	·
N#Cc1c(/N=C/c2ccco2)oc(-c2ccccc2)c1-c1ccccc1	i	·
CCSc1nnc(NC(=O)Cn2cnc3c2c(=O)n(C)c(=O)n3C)s1	6%	10
COc1ccccc1NC(=O)/C(C#N)=C/c1cc([N+](=O)[O-])ccc1N1CCCC1	7%	-7

(cont.)
SMILES	Lipid storage S3	Lipid storage S3 cell count max
O=C(Nc1ccc2c(c1)OCCO2)NC1CCCCC1	?	·
CCC(C)(C)n1nnnc1C(c1ccc(C)cc1)N1CCCC1 (centres undefined)	11%	4
CC1=C(c2ccc(C(C)C)cc2)S(=O)(=O)N=C1N1CCN(C(=O)c2ccco2)CC1	i	-11
COc1cc(C2C(C#N)=C(C)NC3=C2C(=O)CC(C)(C)C3)cc(OC)c1O (centres undefined)	?	·
CCN(CC)CCCNC(=O)c1sc2ncn(CC(=O)Nc3ccc(C)c(Cl)c3)c(=O)c2c1C	5%	-6
Cc1cc(C(=O)N2CCN(c3ccccc3)CC2)no1	?	·
COc1ccc(C(=O)N(CCCO)C(C)C(=O)NC2CCCCC2)cc1OC (centres undefined)	?	·
COc1cc(NC(=O)C(C)Oc2ccccc2)ccc1NC(=O)COc1ccccc1 (centres undefined)	?	·
Cc1ccc(Cn2cccc(NC(=O)NC3CCCCC3)c2=O)cc1	-13%	2
S=C(Nc1ccccc1)N1CCCCCCC1	-5%	7
Cn1c(=O)c2c(nc(NC3CCCC3)n2C)n(C)c1=O	10%	9
COc1cccc2c1OCC(C(=O)O)C2 (centres undefined)	5%	8
COC(=O)c1cccc(NC(=O)CCc2c(C)noc2C)c1	?	·
CCOc1ccc(/C=C/C(=O)c2ccccc2)cc1OC	?	·
Oc1ccccc1CNc1ccc2c(c1)OCCO2	2%	19
CCOC(=O)c1ccc(NC(=S)N2CCN(CCO)CC2)cc1	-1%	-4
CNC(=O)/C(C#N)=C/c1c(F)cccc1Cl	10µM*	-9.9*
Cc1ccc(OCc2nc(-c3ccccc3)no2)cc1	?	·
COc1ccc(OC)c(S(=O)(=O)N2CCCC(C(=O)N3CCC(C(N)=O)CC3)C2)c1 (centres undefined)	30%	·
Cc1cc(C)c(NC(=O)C2CCCN2C)c(C)c1 (centres undefined)	-3%	0
CN(c1ccccc1)S(=O)(=O)c1cccc2ccccc12	i	-15
CCn1c(SCC(=O)N/N=C(\C)c2ccncc2)nnc1-c1ccc(C)cc1	7%	13
O=C(COC(=O)/C=C/c1ccccc1)NNC(=O)c1ccc([N+](=O)[O-])cc1	?	·
Cc1ccc2nc(Nc3nc(CSc4nnc(C)s4)cc(=O)[nH]3)nc(C)c2c1	?	·
CN(CC(=O)Nc1cccc(F)c1)C(=O)C1CC(=O)N(Cc2ccccc2)C1 (centres undefined)	17%	26
COc1cccc(NC(=O)CN(c2ccc([N+](=O)[O-])cc2)S(=O)(=O)c2ccccc2)c1	?	·
CCOc1cc(NC(=S)NC)c(OCC)cc1NC(=O)c1ccco1	17%	15
CC(C)(C)C(=O)Nc1ccc(Sc2ccc([N+](=O)[O-])cc2)cc1	i	7
C#CCOCCOCCOCCNc1nc(N2CCN(C(=O)CCCCCCCCCCNC(=O)[C@H](CCCCN)n3cc(CCO)nn3)CC2)nc(N2CCN(C(=O)CCCCCCCCCCNC(=O)[C@H](CCCCN)n3cc(CCCC(=O)O)nn3)CC2)n1	7%	-24
O=C(N=C1N=C2C=CC=CN2Cc2ccccc21)c1ccc(S(=O)(=O)N2CCCC2)cc1	17%	14
COc1cc(CN(C)CCc2ccccc2)ccc1OCc1ccccc1	?	·
COc1ccc(/C=C(/C#N)S(=O)(=O)c2ccc(C)cc2)cc1	?	·
O=C(/C=C/c1cccs1)Nc1nncs1	-14%	2
O=C(Nc1cnn(Cc2ccc(Cl)c(Cl)c2)c1)c1nc2ncccn2n1	6%	4
CN(/N=C/c1ccc(O)cc1O)c1nc(-c2ccccc2)cc(-c2ccccc2)n1	?	·
COc1cc2c(=O)n(CCC(=O)NCC3CCCO3)c(=O)n(CC(=O)Nc3ccc(F)cc3)c2cc1OC (centres undefined)	-15%	12

Next part (five carried over from the part before).
SMILES	Lipid storage S3	Lipid storage S3 cell count max
COc1ccc(/C=C(/C#N)S(=O)(=O)c2ccc(C)cc2)cc1	?	·
O=C(/C=C/c1cccs1)Nc1nncs1	-14%	2
O=C(Nc1cnn(Cc2ccc(Cl)c(Cl)c2)c1)c1nc2ncccn2n1	6%	4
CN(/N=C/c1ccc(O)cc1O)c1nc(-c2ccccc2)cc(-c2ccccc2)n1	?	·
COc1cc2c(=O)n(CCC(=O)NCC3CCCO3)c(=O)n(CC(=O)Nc3ccc(F)cc3)c2cc1OC (centres undefined)	-15%	12
COc1ccc(CC2(CO)CCN(Cc3cccn3-c3ccccn3)CC2)cc1	0%	-7
C=C(C)COc1ccc(-c2[nH]ncc2Oc2ccccc2OC)c(O)c1	?	·
COc1cc(C(C)=O)ccc1OCC(=O)NCC1(N2CCCCC2)CCCCC1	0%	13
CC1CCCN(C(=O)C2CCC(CNc3c(N4CCCCC4)c(=O)c3=O)CC2)C1 (centres undefined)	-4%	-21
CCOC(=O)Cc1c(C)nc2c(-c3ccccc3)c[nH]n2c1=O	26%	·
COc1nc(NC(=O)c2ccc(F)cc2)nc(OC)c1-c1ccccc1	?	·
CC(=O)Nc1ccc(C(=O)Nc2cccc(S(=O)(=O)N(C)c3ccccc3)c2)cc1	?	·
CCOc1ccc(Br)cc1CN(CC)CC	0%	11
O=C(O)c1ccccc1-c1nc(-c2ccccc2)c(-c2ccccc2)[nH]1	?	·
